Vif-A3F inh – blocks the Vif interaction with APOBEC3F | HeLa A3F-eYFP + Vif (tagged APOBEC3F with the HIV-1 protein that degrades it), YFP fluorescence increase | Potency, µM (titrated, usually from 46.1 µM), inactives show at the top dose activity, negative = active | hit rate 0.2% among 390,000 | AID 602313; note: potency is the fitted concentration of half-maximal effect; % of control where 0% means no effect; nearly all actives have a fitted effect of over 65% in size
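HeLa cells stably expressing Vif plus C-terminally eYFP-tagged A3F were seeded, incubated overnight at 37 deg C, dosed with compound, incubated overnight again at 37 deg C. Yellow fluorescence (Ex 488/Em 500-530) reported blocked Vif-mediated A3F-eYFP degradation.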
RGS4 inhibitor – blocks human RGS4-accelerated GTP hydrolysis. P49798. Potency, µM (top dose mostly 114 µM), for the others: top-dose activity change, negative = inhibition, hits mostly inhibitors. hit rate 0.039% among 390,000. Transcreener GDP fluorescence polarization, RGS4-accelerated GTP hydrolysis; note: potency is the fitted concentration of half-maximal effect; % is set by controls: 0 for no effect and ±100 for the full control effect; nearly all actives have a fitted effect of over 75% in size; some results filed as inactive show a strong effect at the top dose
Target sequence (P49798 whole entry, looked up): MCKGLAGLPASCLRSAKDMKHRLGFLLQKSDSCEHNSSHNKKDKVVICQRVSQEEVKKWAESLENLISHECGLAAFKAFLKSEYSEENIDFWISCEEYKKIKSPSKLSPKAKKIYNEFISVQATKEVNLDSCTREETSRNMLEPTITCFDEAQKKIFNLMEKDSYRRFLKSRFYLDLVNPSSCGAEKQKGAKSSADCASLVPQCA
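MLSMR compounds (23 nl, pin-transferred) preincubated 10 min at room temperature with a 500nM (2x) first reagent, then RGS4 at 900nM (2x) plus Transcreener GDP mix added; fluorescence polarization (620/688 nm) read before and after 90 min at 30 °C.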
Vif-A3G inh – inhibitors of Vif-APOBEC3G interaction | Q9HC16 | HeLa A3G-eYFP + Vif (tagged APOBEC3G with the HIV-1 protein that degrades it), YFP fluorescence, overnight | Potency, µM (doses to about 46.1 µM), without a hit: at the highest dose activity, negative = active, most hits filed as inhibitors | hit rate 0.076% among 410,000 | AID 602310;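 note: potency is the fitted concentration of half-maximal effect; % is set by controls: 0 for no effect and ±100 for the full control effect; nearly all actives have a fitted effect of over 60% in size; hits raise eYFP signal because A3G escapes Vif-driven loss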
Target sequence (Q9HC16 whole entry, looked up): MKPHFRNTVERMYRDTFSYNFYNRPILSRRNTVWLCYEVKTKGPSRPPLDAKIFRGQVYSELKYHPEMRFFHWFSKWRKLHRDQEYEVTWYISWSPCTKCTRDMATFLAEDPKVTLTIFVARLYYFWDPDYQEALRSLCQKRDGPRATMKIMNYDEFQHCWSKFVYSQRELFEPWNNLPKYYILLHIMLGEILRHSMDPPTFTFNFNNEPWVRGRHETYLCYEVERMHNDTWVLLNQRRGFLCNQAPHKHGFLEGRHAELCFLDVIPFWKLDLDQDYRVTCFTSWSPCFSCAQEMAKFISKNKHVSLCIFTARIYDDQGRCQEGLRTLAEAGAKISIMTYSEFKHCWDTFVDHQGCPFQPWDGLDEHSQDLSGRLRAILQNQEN
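Read-out is eYFP fluorescence (Ex 488/Em 500-530) from Vif-expressing HeLa A3G-eYFP cells; more signal means A3G escaped Vif-mediated degradation. Cells plated overnight, compound pinned in, incubated overnight at 37 deg C.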
LDHA inh – blocks human lactate dehydrogenase A. purified LDHA, NADH/diaphorase-resazurin fluorescence; stronger effect = lower value. activity change, % (values are at about 110 or 230 µM). hit rate 0.15% among 480,000; in the data active = activity change below about -30%; inconclusive = mostly about -25% to -30%;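 note: plate controls were DMSO wells for no effect and wells without enzyme for full effect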
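Human LDH5 at 2 nM final in Tris HCl pH 7.4 with 0.06 mM NADH and 0.2 mM pyruvate, reacted 5 minutes at room temperature. Remaining NADH coupled via diaphorase/resazurin; resorufin fluorescence read at 0 and 20 minutes, normalized to enzyme-free and DMSO wells.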
USP1 inh – USP1/UAF1 (human) deubiquitinase inhibition | O94782 | recombinant USP1/UAF1, Ub-Rhodamine cleavage fluorescence | Potency, µM (series often up to 57.1 µM), inactives show at the highest dose activity change, negative = inhibition, hits mostly inhibitors | hit rate 0.23% among 390,000 | AID 743255; note: potency is the fitted concentration of half-maximal effect; % is set by controls: 0 for no effect and ±100 for the full control effect; nearly all actives have a fitted effect of over 60% in size; inactives centre near -12
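Step one: compound is pinned into 1nM USP1/UAF1 in HEPES pH 7.8 buffer with TCEP. Step two: 15 min room-temperature incubation. Step three: Ub-Rho (150nM final) starts cleavage, tracked by fluorescence over six one-minute reads.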
mIDH1 inhibitor – inhibitors of human mutant IDH1 R132H; O75874; hit rate 0.093% among 390,000; IDH1-R132H enzyme, NADPH consumption, diaphorase/resazurin fluorescence; Potency, µM (top dose mostly 76.6 µM), inactives show at the highest dose activity change, negative = inhibition, hits mostly inhibitors; note: potency is the fitted concentration of half-maximal effect; % is set by controls: 0 for no effect and ±100 for the full control effect; nearly all actives have a fitted effect of over 65% in size
Target sequence (O75874 whole entry R132H, stated change not applied): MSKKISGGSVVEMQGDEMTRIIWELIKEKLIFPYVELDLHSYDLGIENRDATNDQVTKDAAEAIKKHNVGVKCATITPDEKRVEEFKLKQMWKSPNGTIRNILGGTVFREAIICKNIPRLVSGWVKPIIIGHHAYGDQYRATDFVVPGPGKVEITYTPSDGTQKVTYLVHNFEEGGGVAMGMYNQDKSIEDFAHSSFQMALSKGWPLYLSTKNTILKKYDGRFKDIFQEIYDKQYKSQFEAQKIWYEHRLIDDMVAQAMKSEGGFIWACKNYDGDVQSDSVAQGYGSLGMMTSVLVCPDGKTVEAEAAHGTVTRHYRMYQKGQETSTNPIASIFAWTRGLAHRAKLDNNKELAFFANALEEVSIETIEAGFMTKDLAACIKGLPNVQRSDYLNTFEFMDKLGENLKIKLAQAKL
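IDH1-R132H (0.5 ug/mL dispensed) in pH 7.5 Tris buffer was preincubated 30 min with compound, then given a substrate mix of 0.016 mM NADPH and 2 mM alpha-KG for 80 min at room temperature; remaining NADPH was read by diaphorase/resazurin fluorescence.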
GRP78 ERSR act – ER stress response induction in glioma. hit rate 0.02% among 420,000. AID 602332. Potency, µM, inactives show top-dose activation, hits mostly activators. U87-MG GRP78 promoter luciferase reporter, 16 h; note: potency is the fitted concentration of half-maximal effect; series mostly up to about 76 µM; % of control where 0% means no effect; nearly all actives have a fitted effect of over 35% in size
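Stably transfected U87-MG glioma cells carrying a GRP78-based luciferase sensor; 16 h compound incubation. Luminescence end-point read 10 min after Bright-Glo addition at room temperature.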
TrxR1 inh – rat TrxR1 inhibition. O89049. recombinant rTrxR1, NADPH fluorescence consumption, selenite substrate. Potency, µM (series often up to 114 µM), without a hit: at the top dose activity change, negative = inhibition, hits mostly inhibitors. hit rate 1% among 390,000. AID 588453; note: potency is the fitted concentration of half-maximal effect; % is set by controls: 0 for no effect and ±100 for the full control effect; nearly all actives have a fitted effect of over 65% in size
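Rat TrxR1 (90 nM in the dispensed reagent) was pre-reduced with 400 uM NADPH for 5 min at room temperature, then incubated with compound for 15 min. After 400 uM selenite was added, NADPH fluorescence (Ex 340/Em 450 nm) was followed for 8 min.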
TrxR1 substrate – rat thioredoxin reductase 1 substrate activity | O89049 | purified TrxR1 substrate turnover, NADPH consumption readout | Potency, µM (doses to about 114 µM), for the others: top-dose activity change, negative = substrate turnover | hit rate 0.01% among 390,000 | AID 588456; note: potency is the fitted concentration of half-maximal effect; % is set by controls: 0 for no effect and ±100 for the full control effect; nearly all actives have a fitted effect of over 50% in size
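Rat TrxR1, dispensed at 90 nM, was prereduced with 400 uM NADPH (final) for 5 min at ~22 deg C, then incubated with compound 15 min before 400 uM selenite. A first-read NADPH fluorescence drop versus no-compound background flagged substrates.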
Active calls of the source: *; [ ] = another dose, or the depositor's remark. Unless noted, calls come from the whole dose curve; as a rule, active = well fitted curve in the direction sought with a large enough effect; inconclusive = small, poorly fitted or top-dose-only effect, or another doubt; inactive = no such curve, though single readings can be large; an effect the other way counts as inactive or inconclusive. The list is partial, so the mix of outcomes need not match the whole.

`CN(CCc1ccccc1)C(=O)c1cc(COc2ccc(F)cc2Cl)on1` gave Vif-A3F inh 0%, RGS4 inhibitor -15%[56.9 µM], Vif-A3G inh -3%, LDHA inh 0, USP1 inh -18%, mIDH1 inhibitor 6%, GRP78 ERSR act 9%, TrxR1 inh 32%[activator][57.1 µM] and TrxR1 substrate -7%[57.1 µM].
Cc1cc(OCCN2CCCC2)ccc1C(C)C was read as Vif-A3F inh -10%, RGS4 inhibitor 7%, Vif-A3G inh -1%, LDHA inh inconclusive, USP1 inh -4%, mIDH1 inhibitor -1%, GRP78 ERSR act 7%, TrxR1 inh 14% and TrxR1 substrate 6%.
For O=c1cc(CN2CCC(Cc3ccccc3)CC2)nc2sccn12 the results were Vif-A3F inh 1%, RGS4 inhibitor 14%, Vif-A3G inh -8%, LDHA inh -4, USP1 inh -17%, mIDH1 inhibitor -8%, GRP78 ERSR act 3%, TrxR1 inh 24% and TrxR1 substrate 5%.
CC(=O)C1=C(C)NC(=O)CC1c1ccc(F)cc1 (stereo unspecified) was read as Vif-A3F inh -10%, RGS4 inhibitor -15%, Vif-A3G inh -1%, LDHA inh -5, USP1 inh -8%, mIDH1 inhibitor 4%, GRP78 ERSR act -1%, TrxR1 inh 21%[57.1 µM] and TrxR1 substrate 12%[57.1 µM].
`COC(=O)c1ccc(N2C(=O)CC(N3CCC(O)(c4ccc(Br)cc4)CC3)C2=O)cc1` (stereo unspecified) gave Vif-A3F inh -3%, RGS4 inhibitor 7%, Vif-A3G inh 2%, LDHA inh 3, USP1 inh -13%, mIDH1 inhibitor 4%, GRP78 ERSR act -3%, TrxR1 inh -25%[57.1 µM] and TrxR1 substrate -3%[57.1 µM].
For Cc1scc(-c2n[nH]c(=S)n2Cc2ccccc2)c1C the results were Vif-A3F inh -11%, RGS4 inhibitor 5%, Vif-A3G inh -6%, LDHA inh -13, USP1 inh -4%, mIDH1 inhibitor 1%, GRP78 ERSR act 4%, TrxR1 inh -3% and TrxR1 substrate -5%.
`COc1ccc2[nH]c(=O)c(CN(Cc3cccs3)C(=S)NCC3CCCO3)cc2c1` (stereo unspecified) gave Vif-A3F inh -15%, RGS4 inhibitor 4%, Vif-A3G inh -4%, LDHA inh 0, USP1 inh -15%, mIDH1 inhibitor -1%, GRP78 ERSR act -3%, TrxR1 inh 29% and TrxR1 substrate 15%.
For COc1cc(C(=O)NCCC(=O)N2CCCCC2)cc(OC)c1OC the results were Vif-A3F inh 14%, RGS4 inhibitor -20%[56.9 µM], Vif-A3G inh -7%, LDHA inh -6, USP1 inh -27%, mIDH1 inhibitor -4%, GRP78 ERSR act -4%, TrxR1 inh -15% and TrxR1 substrate -7%.
CCN(c1ccccc1)S(=O)(=O)c1ccc(C(C(=O)OC)C(=O)OC)c([N+](=O)[O-])c1 was read as Vif-A3F inh -6%, RGS4 inhibitor -24%, Vif-A3G inh 1%, LDHA inh -3, USP1 inh -13%, mIDH1 inhibitor 2%, GRP78 ERSR act -2%, TrxR1 inh -2%[57.1 µM] and TrxR1 substrate 4%[57.1 µM].
For COc1ccccc1/C=C/C=C1\Oc2c(ccc(O)c2CN(C)C)C1=O the results were Vif-A3F inh inconclusive, RGS4 inhibitor 11%[11.4 µM], Vif-A3G inh -14%, LDHA inh -3, USP1 inh 25µM*, mIDH1 inhibitor -3%, GRP78 ERSR act 7%, TrxR1 inh inconclusive and TrxR1 substrate -25%.
O=C(OCCOCn1cc(Br)c(=O)[nH]c1=O)c1ccccc1 was read as Vif-A3F inh -19%, RGS4 inhibitor -4%, Vif-A3G inh 0%, LDHA inh 2, USP1 inh -9%, mIDH1 inhibitor 6%, GRP78 ERSR act 0%, TrxR1 inh -22%[57.1 µM] and TrxR1 substrate -9%[57.1 µM].
CC(C)C[C@H](NC(=O)c1nc[nH]c1C(=O)N1CCC(C)CC1)C(=O)OC(C)(C)C was read as Vif-A3F inh 0%, RGS4 inhibitor 12%, Vif-A3G inh -1%, LDHA inh 1, USP1 inh -10%, mIDH1 inhibitor 1%, GRP78 ERSR act -3%, TrxR1 inh -10% and TrxR1 substrate -9%.
CCN(CC)S(=O)(=O)c1cccc(NC(=O)COc2ncnc3sccc23)c1 was read as Vif-A3F inh 3%, RGS4 inhibitor 21%, Vif-A3G inh 1%, LDHA inh -4, USP1 inh -4%, mIDH1 inhibitor -11%, GRP78 ERSR act -2%, TrxR1 inh 4% and TrxR1 substrate -1%.
`O=C(/C=C/c1ccc(Cl)cc1)Nc1ccc(N2CCCCC2)cc1` gave Vif-A3F inh -8%, RGS4 inhibitor -10%, Vif-A3G inh 3%, LDHA inh -1, USP1 inh -10%, mIDH1 inhibitor 8%, GRP78 ERSR act 0%, TrxR1 inh 4% and TrxR1 substrate -4%.
For CC(C)C(NC(=O)Cc1ccccc1[N+](=O)[O-])C(C)C the results were Vif-A3F inh 2%, RGS4 inhibitor -5%, Vif-A3G inh -4%, LDHA inh 0, USP1 inh -19%, mIDH1 inhibitor 3%, GRP78 ERSR act -2%, TrxR1 inh 0% and TrxR1 substrate -2%.
`CC(CN)(NS(=O)(=O)c1ccccc1)c1ccccc1` (stereo unspecified) gave Vif-A3F inh 14%, RGS4 inhibitor 16%, Vif-A3G inh 1%, LDHA inh -7, USP1 inh inconclusive, mIDH1 inhibitor 3%, GRP78 ERSR act -3%, TrxR1 inh 26%[57.1 µM] and TrxR1 substrate 2%[57.1 µM].
For COc1ccc(C(C(=O)NC2CCCCC2)N(C(=O)c2ccccn2)c2cccnc2)c(OC)c1 (stereo unspecified) the results were Vif-A3F inh -5%, RGS4 inhibitor -2%, Vif-A3G inh -1%, LDHA inh 0, USP1 inh -4%, mIDH1 inhibitor -6%, GRP78 ERSR act -7%, TrxR1 inh -3%[57.1 µM] and TrxR1 substrate -3%[57.1 µM].
Screening O=C(NC1CCCCC1)c1cc(Nc2cccc(C(F)(F)F)c2)nc2ccccc12 returned Vif-A3F inh -5%, RGS4 inhibitor 13%, Vif-A3G inh 0%, LDHA inh 4, USP1 inh -14%, mIDH1 inhibitor inconclusive, GRP78 ERSR act -1%, TrxR1 inh 20%[57.1 µM] and TrxR1 substrate 2%[57.1 µM].
`Cc1cc(C(=O)Nc2c(C)n(C)n(-c3ccccc3)c2=O)c(C)o1` gave Vif-A3F inh -5%, RGS4 inhibitor -33%, Vif-A3G inh -3%, LDHA inh -8, USP1 inh -7%, mIDH1 inhibitor -5%, GRP78 ERSR act 1%, TrxR1 inh -8% and TrxR1 substrate -5%.
For CCN(C(=O)c1cc(S(=O)(=O)N2CCc3ccccc32)cn1C)c1ccccc1 the results were Vif-A3F inh 0%, RGS4 inhibitor 3%, Vif-A3G inh 9%, LDHA inh 2, USP1 inh -23%, mIDH1 inhibitor 6%, GRP78 ERSR act 2%, TrxR1 inh 10%[57.1 µM] and TrxR1 substrate 2%[57.1 µM].
For CC(C(=O)Nc1ccc2c(c1)OCO2)N1CCN(C)CC1 (stereo unspecified) the results were Vif-A3F inh 7%, RGS4 inhibitor -35%, Vif-A3G inh -6%, LDHA inh inconclusive, USP1 inh -15%, mIDH1 inhibitor -2%, GRP78 ERSR act -3%, TrxR1 inh 8% and TrxR1 substrate 0%.
COc1cc(-n2nnnc2SCC(=O)N2CCN(c3ccc(F)cc3)CC2)c(OC)cc1Cl was read as Vif-A3F inh 6%, RGS4 inhibitor -7%, Vif-A3G inh -3%, LDHA inh 4, USP1 inh -11%, mIDH1 inhibitor 6%, GRP78 ERSR act 8%, TrxR1 inh 0% and TrxR1 substrate -7%.
O=C(Cc1ccccc1F)NCC(=O)Nc1ccccc1Br was read as Vif-A3F inh -9%, RGS4 inhibitor 0%, Vif-A3G inh 0%, LDHA inh -4, USP1 inh -17%, mIDH1 inhibitor 0%, GRP78 ERSR act 1%, TrxR1 inh 14% and TrxR1 substrate 3%.
`COc1ccccc1CNCC(=O)Nc1ccc(C(F)(F)F)cc1` gave Vif-A3F inh 0%, RGS4 inhibitor -5%, Vif-A3G inh -19%, LDHA inh -4, USP1 inh -6%, mIDH1 inhibitor 7%, GRP78 ERSR act -2%, TrxR1 inh 1% and TrxR1 substrate -3%.
`C[C@H](NC(=O)N1CCn2c1nc1ccccc12)C(=O)NCc1ccco1` gave Vif-A3F inh 6%, RGS4 inhibitor 0%, Vif-A3G inh 4%, LDHA inh 1, USP1 inh -23%, mIDH1 inhibitor -6%, GRP78 ERSR act 1%, TrxR1 inh 9% and TrxR1 substrate 5%.
For CCN(CC)c1ccc(/C=N/NC(=O)c2ccc3nc[nH]c3c2)c(O)c1 the results were Vif-A3F inh 3%, RGS4 inhibitor 16%, Vif-A3G inh inconclusive, LDHA inh -3, USP1 inh -13%, mIDH1 inhibitor -6%, GRP78 ERSR act 4%, TrxR1 inh -3% and TrxR1 substrate -1%.
